High-throughput results deposited in PubChem by several laboratories.
ROCK2 blocker – ROCK2 (human) kinase inhibition; O75116; purified ROCK2, Kinase-Glo ATP depletion luminescence; inhibition, % at 6 µM; 0.35% of 60,000 active;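 active means inhibition above the screen-wide mean inhibition plus 3 SD, cut at about 18% in these data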;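 further: plate controls were DMSO wells for no effect and Y-27632 control wells after no-enzyme background subtraction for full effect; many of its hits are not listed in these tables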
Her2 expr inh – Her2 kinase expression inhibition. P04626. SKBR-3 HER2 protein level, AlphaScreen, 18-24 h; stronger effect = lower value. HER2 level % of control, % at 10 µM. 0.69% of 65,000 active. AID 645;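 active means HER2 level under 5% of the carrier-only control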;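 further: 100% = DMSO carrier and 0% = 500 nM PU-H71 HSP90 inhibitor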
PKA inh – PKA (human) kinase inhibition; PKA Kemptide phosphorylation, Kinase-Glo ATP luminescence; inhibition, % at 6 µM; 0.1% of 65,000 active; AID 524;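 active means inhibition above the screen-wide mean inhibition plus 3 SD, cut at about 21% in these data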; further: many of its hits are not listed in these tables
CatB inh – inhibitors of human cathepsin B; 0.1% of 63,000 active; purified cathepsin B, fluorogenic substrate, fluorescence; inhibition, %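 (tested at 10 µM)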; AID 453; P07858; in the data active means inhibition above about 21%;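 further: 0% = enzyme with no compound and 100% = no enzyme blank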
CatB mix inh – inhibitors of human cathepsin B in compound mixtures | Purified cathepsin B, AMC dipeptide fluorescence | inhibition, %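 (ten-compound pools at 5 µM per compound and 50 µM total)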 | 0.06% of 62,000 active | P07858; in the data active means inhibition above about 22%, passing the limit was not always enough;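 further: 0% = enzyme without compound and 100% = no enzyme blank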
CatL block – inhibitors of human cathepsin L. P07711. purified cathepsin L, fluorogenic substrate, fluorescence. inhibition, %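 (tested at 10 µM)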. 0.17% of 58,000 active. AID 460; in the data active means inhibition above about 45%;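 further: 0% = enzyme with no compound and 100% = no enzyme blank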
C1s block – human complement C1s inhibition. 0.16% of 62,000 active. P09871. purified C1s, fluorogenic AMC substrate, pooled mixtures. mean inhibition % of two 10-compound mixtures (stronger effect = higher value), % at 5 µM (by protocol). AID 538;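 active means inhibition above 20% in each of the two 10-compound mixture wells holding the compound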;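 further: 0% = enzyme wells lacking compound mixture and 100% = no-enzyme blank wells; some compounds called inactive have numbers as strong as hits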
Target sequence (P09871 16-437 limits assumed): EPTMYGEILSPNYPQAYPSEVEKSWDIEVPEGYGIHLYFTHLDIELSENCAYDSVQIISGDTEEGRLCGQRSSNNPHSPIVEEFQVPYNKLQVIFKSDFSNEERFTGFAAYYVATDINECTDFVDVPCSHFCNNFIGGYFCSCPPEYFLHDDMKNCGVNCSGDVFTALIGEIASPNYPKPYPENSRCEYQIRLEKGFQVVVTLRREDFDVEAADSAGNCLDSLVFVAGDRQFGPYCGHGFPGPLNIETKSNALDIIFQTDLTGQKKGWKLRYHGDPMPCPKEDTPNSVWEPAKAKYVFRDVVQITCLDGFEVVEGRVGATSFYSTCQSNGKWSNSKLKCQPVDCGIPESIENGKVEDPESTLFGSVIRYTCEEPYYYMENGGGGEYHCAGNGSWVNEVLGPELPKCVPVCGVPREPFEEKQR
Target sequence (P09871 438-688 limits assumed): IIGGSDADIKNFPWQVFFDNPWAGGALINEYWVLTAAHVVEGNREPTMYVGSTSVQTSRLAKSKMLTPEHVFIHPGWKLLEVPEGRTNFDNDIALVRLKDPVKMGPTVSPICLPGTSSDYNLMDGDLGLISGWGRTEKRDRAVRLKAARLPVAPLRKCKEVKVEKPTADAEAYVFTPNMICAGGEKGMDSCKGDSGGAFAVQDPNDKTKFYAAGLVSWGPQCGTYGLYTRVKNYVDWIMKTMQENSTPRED
Cathepsin G inh – inhibitors of human cathepsin G. inhibition, % at 5 µM (by protocol). P08311. purified enzyme, AMC-tetrapeptide fluorescence, pooled mixtures. AID 581. 0.2% of 62,000 active;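 active means inhibition above 20% in each of the two mixture wells holding the compound; inactive means inhibition of 20% or less in either well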;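 further: 0% = enzyme control without mixture and 100% = blank lacking enzyme; strong numbers were not always called active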
Target sequence (P08311 21-244 limits assumed): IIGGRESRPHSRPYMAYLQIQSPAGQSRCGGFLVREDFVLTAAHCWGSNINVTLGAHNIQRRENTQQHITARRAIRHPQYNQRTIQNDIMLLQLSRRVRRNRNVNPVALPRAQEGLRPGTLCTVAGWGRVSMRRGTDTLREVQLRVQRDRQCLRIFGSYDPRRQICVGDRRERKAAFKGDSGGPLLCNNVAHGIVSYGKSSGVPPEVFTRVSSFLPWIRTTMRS
CatS inh – blocks human cathepsin S protease activity | P25774 | recombinant cathepsin S, AMC dipeptide fluorescence, pooled mixtures | inhibition, %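 (tested at 5 µM per compound within 10-compound mixtures)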 | 0.06% of 62,000 active; in the data active means inhibition above about 32%, passing the limit was not always enough;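 further: 0% = enzyme without compound and 100% = blank without enzyme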
Numbers without * were called inactive; nt = no result given. The list is partial; the hit share may differ from the screen's.

SMILES	ROCK2 blocker	Her2 expr inh	PKA inh	CatB inh	CatB mix inh	CatL block	C1s block	Cathepsin G inh	CatS inh
CCC(C)C(=O)Nc1nc2c(s1)C(=O)CC(C)(C)C2 (stereo not given)	4	77	7	0	9	6	6	-1	5
Cn1c(Cn2c(=O)sc3ccccc32)nnc1SCC(=O)N1CCN(c2ccccc2)CC1	4	101	6	-5	1	4	-29	-2	1
CC(=O)c1cc(-c2ccccc2)[nH]c1N1CCOCC1	nt	95	7	1	5	13	12	12	0
COCCCNC(=O)CCN1C(=O)COc2ccccc21	-1	101	0	4	2	7	11	12	15
COc1ccc2nc3sc(C(=O)N4CCN(C)CC4)cc3cc2c1	-3	79	0	0	2	-12	-17	3	10
Cc1cc(S(=O)(=O)NCc2ccco2)c(C)s1	6	95	10	-2	4	8	15	12	-2
COc1cc(NC(=O)c2ccco2)c(OC)cc1NC(=O)CSc1ncc(-c2ccc(F)cc2)[nH]1	6	83	1	2	4	4	11	6	1
COc1ccc(NC(C)=O)cc1NC(=O)CSc1nnc(-c2ccc(F)cc2)n1N	-5	107	-2	6	9	4	-1	-5	11
Cc1sc2ncn(CC(=O)N(CC(=O)NC3CCCC3)Cc3cccs3)c(=O)c2c1C	-10	110	10	0	-8	16	-37	6	13
Nc1nc(-c2ccc3c(c2)CCCC3)cs1	nt	110	3	4	1	16	-10	4	22
CCc1nc(SCC(=O)c2cc(C)ccc2C)n[nH]1	5	120	8	8	2	19	-17	-4	11
CC1CCN(c2nc3c(c(=O)[nH]c(=O)n3C)n2Cc2ccccc2)CC1	-5	113	1	-2	-3	5	-50	-10	-2
O=C(C1CCC(CNS(=O)(=O)c2cccc3cccnc23)CC1)N1CCCC1 (stereo not given)	2	66	-8	1	3	-7	-32	-2	-7
O=C(NCc1ccco1)C(c1ccco1)N(C(=O)Cn1nnc2ccccc21)c1ccc2c(c1)CCC2 (stereo not given)	2	51	-3	0	7	-8	-10	6	-7
CCOC(=O)C1CCN(CCC(=O)Nc2cccc(Cl)c2)CC1	0	105	-3	0	-3	6	-5	1	12
CCOC(=O)c1cccc(NC(=O)Cn2cc3c(n2)CCC(C)C3)c1 (stereo not given)	2	104	-7	-3	-2	-6	-4	-2	-1
Cc1c(-c2nc(N)nc(Nc3ccc(F)cc3)n2)oc2ccccc12	13	45	9	0	3	6	-30	13	15
Cc1cccc(Cn2cnc3c(nnn3Cc3ccc(F)cc3)c2=O)c1	1	80	9	-3	4	-1	4	7	-4
CCOC(=O)c1oc2cc(O)c(CC)cc2c(=O)c1-c1ccc2c(c1)OCCO2	7	101	8	2	0	28	15	10	1
O=C(CN1C(=O)c2cccc3cccc1c23)NCc1ccc2c(c1)OCO2	4	107	5	-2	-1	-6	-21	-6	-2
CCC(=O)N=c1sc2c(OC)ccc(OC)c2n1C	8	99	-1	2	0	nt	4	5	-6
O=C(O)C(Oc1ccc2c3c(c(=O)oc2c1)CCC3)c1ccccc1 (stereo not given)	-6	110	5	4	-1	5	-34	-16	3
COc1ccc(Cl)cc1NC(=O)C1CSC(c2ccncc2)=N1 (stereo not given)	9	22	7	2	2	-1	2	-1	0
CCC(C)(C)NC(=O)CN(C(=O)CCC(=O)Nc1cc(C)ccn1)c1ccc2c(c1)OCO2	-1	83	3	-3	-4	nt	-61	-11	-16
Nc1nnnn1/N=C/c1cccc(Oc2ccccc2)c1	-18	69	-3	-2	nt	-9	nt	nt	nt
Cc1nnc(SCC(=O)N2c3ccccc3CC2C)s1 (stereo not given)	-1	88	-2	0	4	-1	9	11	6
Cc1cc(-c2ccco2)n2c(nc3ccccc32)c1C#N	-2	90	3	5	3	9	-6	5	7
O=C(CSC1=NC(=O)C(Cc2ccccc2)C(=O)N1)Nc1ncccn1 (stereo not given)	5	172	9	-2	-2	1	3	25	-4
COc1ccccc1C(=O)Nc1nnc(-c2ccc3c(c2)CCCC3)o1	0	107	5	-4	3	8	-49	-4	4
COC(=O)C(NC=O)C(O)(Cc1ccccc1)C(F)(F)F (stereo not given)	0	119	5	2	3	-1	-18	-5	10
CCS(=O)(=O)N1CCCC(C(=O)NCCCOC(C)C)C1 (stereo not given)	-2	102	-3	0	-2	5	-2	-2	15
CCN(CC)CCCNC(=O)c1nn(-c2ccccc2OC)c(=O)c2ccccc12	1	104	0	-1	4	16	10	9	-3
C(=N\n1cnnc1)/c1ccc2ncccc2c1	6	103	10	6	-2	0	15	7	-8
O=C(CN1CCC(Cc2ccccc2)CC1)NC(=O)NCc1ccco1	6	81	10	3	1	24	15	41	3
COc1ccccc1NC(=O)CN(C)S(=O)(=O)c1ccc(F)cc1	4	125	12	6	-3	7	16	11	9
N#Cc1nc(Cc2cccc3ccccc23)oc1NCCCN1CCOCC1	0	102	0	1	20	12	-2	-1	7
Cc1ccc(N2CC(C(=O)Nc3nccs3)CC2=O)cc1 (stereo not given)	1	76	6	3	4	2	-1	-2	0
Cc1onc(-c2ccccc2)c1C(=O)N1CCN(C/C=C/c2ccccc2)CC1	22*	75	5	-1	0	12	-3	4	9
O=C(O)CCCNS(=O)(=O)c1ccc2ccccc2c1	-10	109	0	3	0	-8	11	8	-7
CS(=O)(=O)N(CC(O)Cn1c2ccccc2c2ccccc21)c1ccccc1 (stereo not given)	4	81	6	2	1	14	12	8	-5

Some entries already given, showing only CatB mix inh, CatS inh and C1s block.
structure	CatB mix inh	CatS inh	C1s block
COc1ccccc1C(=O)Nc1nnc(-c2ccc3c(c2)CCCC3)o1	3	4	-49
COC(=O)C(NC=O)C(O)(Cc1ccccc1)C(F)(F)F (stereo not given)	3	10	-18
CCS(=O)(=O)N1CCCC(C(=O)NCCCOC(C)C)C1 (stereo not given)	-2	15	-2
CCN(CC)CCCNC(=O)c1nn(-c2ccccc2OC)c(=O)c2ccccc12	4	-3	10
C(=N\n1cnnc1)/c1ccc2ncccc2c1	-2	-8	15

Additional structures.
SMILES	ROCK2 blocker	Her2 expr inh	PKA inh	CatB inh	CatB mix inh	CatL block	C1s block	Cathepsin G inh	CatS inh
Cn1c(/C=N/c2nc3ccccc3[nH]2)nc2ccccc21	5	91	7	-1	1	-3	-15	-5	6
Cc1nnc(NC(=O)C2CCCO2)s1 (stereo not given)	2	93	7	0	3	6	2	1	3
O=C1C2C3C=CC(C3)C2C(=O)N1Cc1ccccc1 (stereo not given)	-2	82	5	7	2	5	-40	-9	12
C=C(C)CSc1nnc(-c2ccc(OC)c(OC)c2)n1N	nt	102	4	9	7	0	7	8	0
OCc1nnn(-c2cccc(C(F)(F)F)c2)c1CO	6	78	5	0	3	26	4	8	7
Cc1ccc(C(C(=O)NC2CCCC2)N(Cc2ccc(F)cc2)C(=O)c2csnn2)o1 (stereo not given)	0	99	8	3	2	33	9	2	13
O=C(CSc1nnc(-c2cccnc2)n1Cc1ccccc1)NCc1ccco1	-4	71	-11	0	-1	nt	-5	1	10
O=C(CSc1nccn1Cc1ccccc1)Nc1nccs1	10	96	7	2	5	2	7	6	-6
Cc1ccccc1N(CC(=O)NCCSCc1ccco1)S(C)(=O)=O	4	98	4	3	1	nt	1	7	-4
C=CCn1c(SCC(=O)Nc2cc(C)c(Cl)cc2OC)nnc1-c1ccco1	2	83	4	0	3	8	-18	7	-1
CCN(CC)CCCNC(=O)c1nn(-c2ccc(OC)cc2OC)c(=O)c2ccccc12	5	110	5	6	1	-1	4	9	3
CCOc1cccc(OCCCCN2CCCCC2)c1	6	102	5	0	1	26	17	10	11
Cc1noc(C)c1CSc1nc2ccccc2s1	1	68	2	2	-2	-15	3	7	0
Cc1ccc2nc(NCCCN3CCOCC3)c(C=NCCCN3CCOCC3)c(=O)n2c1	5	120	9	-2	1	-1	-12	4	8
CS(=O)(=O)N1CCN(c2nc(-c3ccccc3)cs2)CC1	-4	110	0	1	0	12	13	8	12
O=C(CCn1nc(-c2ccccc2)c2ccccc2c1=O)N1CCN(c2ccccc2)CC1	4	115	2	0	3	-8	-18	-1	-4
Cc1ccsc1C(C(=O)NC1CCCCC1)N(C(=O)c1csnn1)C1CC1 (stereo not given)	0	114	1	-2	4	1	8	7	14
O=C1CC2(CCCCC2)Oc2ccc(O)cc21	nt	67	8	7	1	31	21	7	6
CCCOC(=O)C1C2C=C[C@]3(CN(CCc4ccccc4)C(=O)[C@H]13)O2 (stereo not given in full)	-6	254	0	-1	3	-9	-10	-8	-6
CC(C)CCN1CC(C(=O)NCc2ccccc2)CC1=O (stereo not given)	5	120	12	-3	-5	0	-4	6	25

Full records as entered above. Values in the order: ROCK2 blocker	Her2 expr inh	PKA inh	CatB inh	CatB mix inh	CatL block	C1s block	Cathepsin G inh	CatS inh
Cc1ccsc1C(C(=O)NC1CCCCC1)N(C(=O)c1csnn1)C1CC1 (stereo not given) is listed with 0	114	1	-2	4	1	8	7	14
OCc1nnn(-c2cccc(C(F)(F)F)c2)c1CO is listed with 6	78	5	0	3	26	4	8	7

The list goes on:
SMILES	ROCK2 blocker	Her2 expr inh	PKA inh	CatB inh	CatB mix inh	CatL block	C1s block	Cathepsin G inh	CatS inh
O=C1C(Cl)=C(Nc2ccccc2O)C(=O)N1c1ccccc1	nt	164	8	0	1	nt	-2	-2	0
COc1ccc(N2C(=O)CC(N(Cc3ccc(S(N)(=O)=O)cc3)C(C)=O)C2=O)cc1 (stereo not given)	-3	97	-6	-1	-3	6	-6	-4	-6
CC1CCCC(C)N1C(=O)Cn1c(=O)sc2ccccc21 (stereo not given)	1	103	4	1	0	5	1	0	-2
O=C(Nc1nnc(SCc2ccc(F)cc2)s1)c1ccco1	2	82	4	-3	4	7	-28	-1	0
CC(c1ccco1)N(C(=O)COc1ccc(Cl)cc1)c1ccccn1 (stereo not given)	6	70	8	2	4	4	0	9	3
O=C(CN1CCN(c2nc(-c3ccc(F)cc3)cs2)CC1)Nc1ccc2c(c1)OCO2	-5	90	-3	-2	2	-7	-4	-1	-4
CC(C)(C)n1nnnc1C(c1cccc(C(F)(F)F)c1)N1CCOCC1 (stereo not given)	8	118	12	3	2	16	4	0	3
O=C(CSc1nnnn1-c1ccccc1)Nc1ccc(N2CCOCC2)c(Cl)c1	12	94	11	4	1	-6	1	9	-6
CCCc1c(O)nc(SCCN(CC)CC)n(C(=O)c2ccccc2)c1=O	3	127	6	3	14	8	11	16	15
COc1cccc2sc(Nc3nc(C)c(C(C)=O)s3)nc12	-3	75	4	4	5	-10	12	-18	6
CCN=C1SC(CC(=O)Nc2sc(C)c(C)c2C(=O)OC)C(=O)N1CC (stereo not given)	-1	78	-4	2	5	-7	11	9	0
COCCn1cnnc1SCC(=O)Nc1ccccc1C(=O)Nc1ccc2c(c1)OCO2	7	88	10	4	3	8	10	7	-7
CC1CCCC(C)N1CC(O)COc1ccc(Cl)cc1 (stereo not given)	4	84	9	4	3	6	13	6	8
COc1ccccc1NC(=O)CSc1nnc(C)n1Cc1ccccc1	2	85	2	0	-2	23	-7	1	6
O=C(COC(=O)C1CC(=O)N(c2ccc3c(c2)OCCO3)C1)NC1CCCc2ccccc21 (stereo not given)	7	124	5	4	1	31	3	5	2
CS(=O)(=O)N(CCc1ccccc1)CC(=O)N1CCN(c2ccccc2F)CC1	-5	92	-2	5	7	9	-10	-14	15
O=S(=O)(Nc1cc(Cl)ccc1N1CCCCC1)c1cccs1	-2	96	-1	5	-1	nt	1	2	-3
COc1ccccc1NC(=O)c1cc(S(=O)(=O)N2CCOCC2)ccc1Cl	5	71	3	2	2	5	39	12	10
COc1ccc(OC)c(-c2cc(C(=O)N3CCc4ccccc4C3)no2)c1	1	71	6	-5	9	14	-11	2	14
CC1=C(c2ccccc2)[N+](=O)C2(CCCC2)N1[O-]	6	78	6	-8	5	4	-4	-3	13
O=C(O)CCCNS(=O)(=O)c1cccs1	-4	145	-5	1	-2	-10	-20	-4	1
CC(Sc1nnnn1C)C(=O)Nc1ccc(N2CCOCC2)cc1 (stereo not given)	5	98	8	0	1	0	17	37	2
COc1cc(-c2nc3cnccc3n2C)cc(OC)c1OC	2	70	4	3	3	13	12	11	0
O=C(/C=C/Nc1ccc(F)cc1)c1ccco1	-4	12	-8	4	0	10	-4	1	14
